Bfl-1 Bim block = inhibitors of Bim-Bfl-1 interaction, human; Q16548; Bead-based flow cytometry, Bim-Bfl-1 binding inhibition; inhibition, % at 10 µM; hit rate 0.12% among 190,000;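 also: 0% = wells without compound plus tracer and 100% = blocker peptide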
Bcl-B Bim block = disrupts Bim peptide binding to human Bcl-B; Q9HD36; bead-based flow cytometry; inhibition, % at 10 µM; hit rate 0.073% among 190,000; AID 951;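 also: 0% = tracer peptide without compound and 100% = reference inhibitor peptide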
RGS8-Gao = modulates binding of RGS8 to human Galphao; multiplexed bead flow cytometry; actives lie on both sides; response (percent of control binding), % at 10 µM; P09471; hit rate 0.34% among 220,000; in the data active = response below about 60% or above about 140%; inactive = in between;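 also: Galphao activated as the GDP aluminium fluoride complex binding bead-coupled RGS8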
Target sequence (P09471 whole entry, looked up): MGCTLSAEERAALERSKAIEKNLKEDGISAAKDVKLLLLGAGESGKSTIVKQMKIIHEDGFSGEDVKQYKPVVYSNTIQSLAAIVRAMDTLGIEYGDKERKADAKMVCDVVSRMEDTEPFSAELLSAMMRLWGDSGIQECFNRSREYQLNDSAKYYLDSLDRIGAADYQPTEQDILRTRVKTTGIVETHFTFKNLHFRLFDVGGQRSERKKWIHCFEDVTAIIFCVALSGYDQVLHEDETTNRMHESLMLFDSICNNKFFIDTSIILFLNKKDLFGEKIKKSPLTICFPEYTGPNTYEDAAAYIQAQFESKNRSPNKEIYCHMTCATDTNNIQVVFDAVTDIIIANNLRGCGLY
Mcl1 Bid PPI = Mcl-1/Bid interaction inhibition | AID 1021 | inhibition, % at 21.7 µM | TR-FRET Mcl-1/Bid-Dy647 peptide binding, 1536-well | hit rate 0.97% among 220,000;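 active = compounds that cut the binding signal by more than half at the single screening dose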;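 also: His-tagged Mcl-1 with europium anti-His antibody binding Bid BH3 peptide; 0% = Mcl-1 plus peptide wells and 100% = peptide-only wells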
Bim-Mcl-1 = inhibitors of Bim-Mcl-1 interaction, human; inhibition, % at 10 µM; hit rate 0.1% among 190,000; Bead-based flow cytometry, Bim peptide-Mcl-1 binding;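 also: 0% = no compound tracer wells and 100% = peptide blocker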
Bcl-XL Bim block = disrupts Bim peptide binding to human Bcl-XL; bead flow cytometry, fluorescence; hit rate 0.04% among 190,000; inhibition, % at 10 µM
Target sequence (Q07817 whole entry, looked up): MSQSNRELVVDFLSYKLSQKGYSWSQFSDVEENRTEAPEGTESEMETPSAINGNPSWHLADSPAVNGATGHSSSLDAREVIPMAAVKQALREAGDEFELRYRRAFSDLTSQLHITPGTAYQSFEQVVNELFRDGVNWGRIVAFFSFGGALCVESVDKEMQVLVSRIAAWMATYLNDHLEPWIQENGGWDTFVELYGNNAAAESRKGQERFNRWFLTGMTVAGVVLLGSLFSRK
Bcl-W Bim block = inhibitors of Bim-Bcl-W interaction, human; Q92843; hit rate 0.02% among 190,000; AID 952; bead-based flow cytometry, Bim peptide-Bcl-W binding; inhibition, % at 10 µM;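 also: 0% = bound tracer without compound and 100% = peptide blocker; higher means less fluorescent Bim peptide bound to Bcl-W beads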
Target sequence (Q92843 whole entry, looked up): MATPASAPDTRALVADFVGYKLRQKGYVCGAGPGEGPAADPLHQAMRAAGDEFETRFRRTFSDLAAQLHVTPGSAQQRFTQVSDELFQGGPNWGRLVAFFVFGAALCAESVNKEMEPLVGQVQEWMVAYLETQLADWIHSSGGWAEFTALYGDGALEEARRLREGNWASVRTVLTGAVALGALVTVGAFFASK
RGS4-Gao reg = modulates binding of RGS4 to human Galphao. AID 1415. binding response (% of control), % at 10 µM. P09471. Multiplexed bead flow cytometry; actives lie on both sides. hit rate 0.33% among 220,000; in the data active = binding response below about 49% or above about 150%; inactive = in between;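 also: fluorescent Galphao activated with aluminum fluoride binding bead-coupled RGS4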
Bim-Bcl-2 = human Bim-Bcl-2 interaction inhibition. inhibition, % at 10 µM. hit rate 0.06% among 190,000. P10415. AID 950. Bead-based flow cytometry, Bim peptide-Bcl-2 binding; in the data active = inhibition above about 40%; inconclusive = no clear call, values can overlap the other calls;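 also: 0% = no compound wells with probe peptide and 100% = reference peptide inhibitor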
RGS7-Gao = regulators of human RGS7-Galphao interaction. P09471. Multiplexed bead flow cytometry, RGS7-Galphao binding; actives lie on both sides. binding response (% of control), % at 10 µM. hit rate 0.35% among 220,000. AID 1439; in the data active = binding response below about 49% or above about 150%; inconclusive = no clear call, values can overlap the other calls; inactive = in between;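 also: fluorescent Galphao held in activated GDP-AlF4 state binding bead-coupled RGS7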
GSH bead fluor = GSH bead compound fluorescence profile | GSH beads flow cytometry, compound fluorescence 488/530 nm; active compounds read high | fluorescence (KMESF) at 10 µM | hit rate 0.25% among 190,000; in the data active = fluorescence above about 89;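 also: glutathione beads carrying GST-tagged Bcl family fusion proteins plus one bare bead set; values are compound well signal with DMSO vehicle wells as background; inactives centre near 16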
* = called active by the depositor; ? = inconclusive. Rule as the data show it, unless noted: active = inhibition above about 40%.

Below each SMILES – Bfl-1 Bim block	Bcl-B Bim block	RGS8-Gao	Mcl1 Bid PPI	Bim-Mcl-1	Bcl-XL Bim block	Bcl-W Bim block	RGS4-Gao reg	Bim-Bcl-2	RGS7-Gao	GSH bead fluor
> CC(C(=O)O)c1ccc(N2Cc3ccccc3C2=O)cc1 (stereo not drawn)
  0	0	101	5	-3	-1	0	96	0	96	21
> COC(=O)N/N=C\c1cc2c(cc1Br)OCO2
  -2	-4	102	-4	-1	-1	-2	101	-3	97	12
> CCCOC(=O)c1ccc(Oc2cn[nH]c2-c2ccc(OC)cc2O)cc1
  -19	-11	105	2	-6	-7	-2	104	-17	106	28
> Cc1ccccc1CN1CCN(S(=O)(=O)c2cccs2)CC1
  -2	-1	101	-8	0	1	0	97	-2	97	27
> Cc1nn(Cc2ccc(Cl)cc2)c(C)c1NC(=O)c1noc2c1CCCCC2
  -7	-7	98	-22	0	-22	-1	99	-6	95	31
> CC(=O)Nc1ccc2c(COC(=O)CC3Sc4ccccc4NC3=O)cc(=O)oc2c1 (stereo not drawn)
  -7	-5	94	13	-4	-3	-3	94	1	91	15
> O=C(NCc1ccco1)c1ccccc1-c1ccccc1
  -10	-6	97	-47	2	-1	0	97	-1	97	15
> O=C(COC(=O)[C@H](Cc1ccccc1)NC(=O)c1cccs1)Nc1cc(F)ccc1F
  -4	-14	106	-24	-25	-17	-12	103	-10	101	19
> COCCCNc1nc(SCc2ccccc2)nc2sc3c(c12)CCC3
  3	0	94	-11	0	1	3	92	1	102	10
> COc1cc2c(cc1OC)C(C)N(C(=O)CCN1C(=O)C3C4C=CC(C4)C3C1=O)CC2 (stereo not drawn)
  -16	-7	100	-6	-1	-3	2	97	-4	98	22
> CC(C)Sc1nc2ccc(Br)cc2[nH]1
  -7	-3	101	-12	-1	-2	-4	101	-4	98	13
> O=S(=O)(c1ccccc1)n1ccc2ccccc21
  -1	0	104	3	0	1	2	104	-1	101	22
> CCOc1ccc(N/C=C/C(=O)c2ccccc2)c([N+](=O)[O-])c1
  -1	-3	103	17	-5	-5	-3	101	-1	101	11
> CCn1cc(Br)c(C(=O)Nc2cccc(Cl)c2)n1
  2	1	104	6	0	0	1	104	1	100	21
> O=C(Nc1nc2ccccc2[nH]1)C12CC3CC(CC(C3)C1)C2
  -7	-5	105	-25	2	-4	3	99	-6	102	12
> O=C(NCCc1c[nH]c2ccccc12)c1ccc([N+](=O)[O-])cc1
  -2	-2	94	-57	-3	-6	-6	98	-3	98	11
> Cc1cc(C)n2cc(CSc3nnnn3-c3ccccc3)nc2n1
  -10	-3	96	-6	0	3	3	93	-6	91	41
> CCOc1ccc(-c2nc(C)sc2CC(=O)O)cc1
  8	2	82	-6	0	0	-1	88	-1	88	9
> CC12CCC(=O)N1C(C(=O)OCC(=O)Nc1cccc(S(=O)(=O)N3CCCCCC3)c1)CS2 (stereo not drawn)
  -2	-1	103	-33	0	-4	-2	103	-3	102	12
> CC(=O)c1cc2c(cc1NC(=O)c1cc(C)nn1-c1ccccc1)OCO2
  0	0	105	-4	0	-2	1	103	0	103	17
> CCS(=O)(=O)c1ccc2oc(Nc3ccc(C(C)(C)C)cc3)nc2c1
  -4	-5	98	-13	0	-3	-1	98	-2	?	14
> COc1ccc(C)cc1NC(=O)C(OC(=O)C1CC1)c1ccccc1 (stereo not drawn)
  -6	-8	100	-11	-3	-3	-2	99	-9	?	16
> Cc1nnc(SCC(=O)c2ccc(C(C)C)cc2)s1
  0	-7	102	-8	-6	-4	-7	107	-2	102	11
> CCOc1ccc2nc(NCCNC(=O)Nc3cccc(C)c3)c(C#N)cc2c1
  0	-7	98	1	-2	-2	0	100	0	97	16
> Cc1cccc(NC2=NCC(=O)N2CCc2ccccc2)c1
  -3	-3	101	18	-4	-2	-3	100	-3	97	18
> COc1ccc(C(O)P(=O)(O)CCc2ccccc2)cc1 (stereo not drawn)
  -1	0	101	3	0	-3	0	101	1	100	16
> Cc1ccc(N2CC(C(=O)NCC3CCCO3)CC2=O)cc1Cl (stereo not drawn)
  -1	-2	104	-10	3	-2	0	101	-2	103	24
> COc1ccc(-n2c(SCc3ccc(C#N)cc3)nnc2-c2ccccn2)cc1
  -5	-4	99	-35	2	-2	6	96	-3	94	7
> O=C(NC1CCCC1)C(c1ccc(F)cc1)N(C(=O)Cc1cccs1)c1ccc2c(c1)OCCO2 (stereo not drawn)
  0	-2	98	-15	0	-1	0	93	-4	92	14
> O=C(CCCN1C(=O)CCC1=O)Nc1ccccc1F
  -8	-6	100	-7	-1	7	4	98	-7	101	36

Some of these compounds in order of the Mcl1 Bid PPI value, highest first.
canonical_smiles,Bfl-1 Bim block,Bcl-B Bim block,RGS8-Gao,Mcl1 Bid PPI,Bim-Mcl-1,Bcl-XL Bim block,Bcl-W Bim block,RGS4-Gao reg,Bim-Bcl-2,RGS7-Gao,GSH bead fluor
O=C(NC1CCCC1)C(c1ccc(F)cc1)N(C(=O)Cc1cccs1)c1ccc2c(c1)OCCO2 (stereo not drawn),0,-2,98,-15,0,-1,0,93,-4,92,14
CC12CCC(=O)N1C(C(=O)OCC(=O)Nc1cccc(S(=O)(=O)N3CCCCCC3)c1)CS2 (stereo not drawn),-2,-1,103,-33,0,-4,-2,103,-3,102,12
COc1ccc(-n2c(SCc3ccc(C#N)cc3)nnc2-c2ccccn2)cc1,-5,-4,99,-35,2,-2,6,96,-3,94,7

Five of the compounds above, bar-delimited:
canonical_smiles | Bfl-1 Bim block | Bcl-B Bim block | RGS8-Gao | Mcl1 Bid PPI | Bim-Mcl-1 | Bcl-XL Bim block | Bcl-W Bim block | RGS4-Gao reg | Bim-Bcl-2 | RGS7-Gao | GSH bead fluor
Cc1ccccc1CN1CCN(S(=O)(=O)c2cccs2)CC1 | -2 | -1 | 101 | -8 | 0 | 1 | 0 | 97 | -2 | 97 | 27
CCS(=O)(=O)c1ccc2oc(Nc3ccc(C(C)(C)C)cc3)nc2c1 | -4 | -5 | 98 | -13 | 0 | -3 | -1 | 98 | -2 | ? | 14
COCCCNc1nc(SCc2ccccc2)nc2sc3c(c12)CCC3 | 3 | 0 | 94 | -11 | 0 | 1 | 3 | 92 | 1 | 102 | 10
CCn1cc(Br)c(C(=O)Nc2cccc(Cl)c2)n1 | 2 | 1 | 104 | 6 | 0 | 0 | 1 | 104 | 1 | 100 | 21
CC12CCC(=O)N1C(C(=O)OCC(=O)Nc1cccc(S(=O)(=O)N3CCCCCC3)c1)CS2 (stereo not drawn) | -2 | -1 | 103 | -33 | 0 | -4 | -2 | 103 | -3 | 102 | 12

Continued.
Below each SMILES – Bfl-1 Bim block	Bcl-B Bim block	RGS8-Gao	Mcl1 Bid PPI	Bim-Mcl-1	Bcl-XL Bim block	Bcl-W Bim block	RGS4-Gao reg	Bim-Bcl-2	RGS7-Gao	GSH bead fluor
> O=C1c2ccccc2C(=O)N1CC1CCCO1 (stereo not drawn)
  1	0	100	-10	0	2	0	100	0	98	19
> Cn1cnc2c1c(=O)n(CC(O)CO)c(=O)n2C (stereo not drawn)
  -1	-3	101	-9	-2	-4	-4	102	0	101	31
> O=C(Nc1ccc(C(=O)OC[C@@H]2CCCN3CCCC[C@H]23)cc1)c1cccc(Br)c1
  1	-5	103	-10	-1	-7	-5	106	4	101	7
> C=CCOc1ccc(/C=C/C(=O)Nc2ccc(C(=O)NC)cc2)cc1
  0	-14	101	6	-7	-1	-2	103	-2	101	16
> Cc1oc2c(C)c(O)ccc2c(=O)c1-c1nncn1-c1ccccc1
  4	4	100	-12	-3	0	-2	98	0	?	16
> COc1ccccc1NC(=O)C(=O)N/N=C/c1cccs1
  7	0	102	-46	-6	-3	-1	100	1	99	7
> CCc1nc(NCc2cccnc2)c2oc3ccccc3c2n1
  -17	-12	100	26	-2	-5	-1	103	-7	103	35
> O=C(NCCCN1CCN(c2cccc(Cl)c2)CC1)c1ccc(N2CCCC2=O)cc1
  0	1	102	-10	4	2	2	104	6	102	25
> CN(CC(=O)Nc1cccc(F)c1)CC(=O)Nc1ccccc1[N+](=O)[O-]
  6	2	100	-10	9	0	4	101	5	105	10
> c1ccc2cc(OCc3nc4ccccc4[nH]3)ccc2c1
  -3	-4	98	0	-1	-4	-3	92	-1	92	17
> Cc1occc1C(=O)N/N=C/C1=C(N2CCOCC2)C(=C\c2ccc(Cl)cc2)/CC1
  0	-14	98	-69	-3	-10	-9	100	-3	99	15
> COc1ccc(-n2c3c(cc(C(=O)N4CCC(C)CC4)c2=O)C(=O)CC(C)(C)C3)cc1
  -9	-3	102	-16	0	-2	-2	101	-7	101	12
> Cn1c(-c2ccccc2)c(C(=O)CC#N)c2ccccc21
  -2	-4	101	-21	0	-1	0	97	-1	?	12
> O=c1c2ccccc2n2c(-c3cccc(F)c3)nnc2n1Cc1ccccc1
  -4	-8	99	-9	-3	-5	-3	102	-7	97	13
> Cc1nc2nc(COc3ccccc3)[nH]n2c(=O)c1Cl
  -12	-2	99	-55	2	-1	0	104	-4	106	6
> Cc1ccc(C(=O)COC(=O)c2cccc(NC(=O)c3ccc([N+](=O)[O-])cc3[N+](=O)[O-])c2)cc1
  2	-3	96	-14	-2	-3	3	96	1	100	22
> COc1cc(/C=N/O)cc(Br)c1OC
  -8	-11	94	-18	0	-7	-1	93	-16	104	15
> COc1ccc(C2SCC(=O)N2c2nnc(C34CC5CC(CC(C5)C3)C4)s2)cc1 (stereo not drawn)
  10	8	116	7	1	6	3	104	8	110	8
